Assay outcomes from PubChem.
KOR beta-arrestin-1: KOR antagonists, beta-arrestin recruitment, cell-based, luminescence, uHTS (AID 1778); inhibition, % at 10 µM; hits with a dose series show IC50 in µM; KOR beta-arrestin recruitment, luminescence, antagonist mode; higher % means a stronger effect; 290,000 tested, 0.091% active; Kappa-type opioid receptor (Homo sapiens); in the data active = inhibition above about 50%; also: strong numbers were not always called active
KOR beta-arrestin-2: KOR agonists, beta-arrestin recruitment, primary screen, cell-based, luminescence, uHTS (AID 1777); Kappa-type opioid receptor (Homo sapiens); KOR beta-arrestin recruitment, luminescence; higher % means a stronger effect; activation, % at 10 µM, or EC50 in µM where a hit was titrated; 280,000 tested, 0.02% active; in the data active = activation above about 50%, passing the limit was not always enough; also: a part of the inactive calls stands beside numbers as strong as those of hits
GPR35 antagonists: GPR35 antagonists blocking zaprinast-driven arrestin recruitment, primary screen, imaging, U2OS, beta-arrestin-GFP, zaprinast agonist (AID 2058); 290,000 tested, 0.052% active; inhibition, % at 10 µM; hits with a dose series show IC50 in µM; G-protein coupled receptor 35 (Homo sapiens); U2OS GPR35 beta-arrestin-GFP translocation imaging, zaprinast antagonism; higher % means a stronger effect;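 active = inhibition of at least 50% with at least 30 cells and total cytoplasm GFP at most 10,000,000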
NS5 inhibitors: Dengue-2 NS5 methyltransferase inhibitors, primary screen, biochemical, confirmation dose response (AID 588689); 340,000 tested, 0.3% active; inhibition, % at 25 µM, or IC50 in µM where a hit was titrated; Genome polyprotein (Dengue virus type 2 (strain 16681-PDK53)); Dengue-2 NS5 methyltransferase capping enzyme assay, biochemical; higher % means a stronger effect; in the data active = a potency from the dose series
GPR55 antagonists: GPR55 antagonists blocking LPI-driven arrestin recruitment, primary screen, imaging, U2OS, beta-arrestin-GFP, LPI agonist (AID 2013) | 290,000 tested, 0.13% active | inhibition, % at 10 µM; hits with a dose series show IC50 in µM | G-protein coupled receptor 55 (Homo sapiens) | U2OS GPR55 beta-arrestin-GFP translocation imaging, LPI antagonism; higher % means a stronger effect;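 active = spots per cell inhibited over 60%, with over 100 cells counted and total cytoplasm intensity under 500,000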;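 also: U2OS cells stably carrying GPR55 and arrestin-GFP stimulated by 5 µM LPI near EC80; imaged beta-arrestin-GFP aggregate spots per cell after agonist stimulation; plate controls were LPI-stimulated DMSO wells for no effect and DMSO wells without LPI for full effect; some results filed as inactive read as strong as hits; confirmed hits need IC50 under 10 µM and bright autofluorescent wells are also inconclusive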
West Nile virus CPE: West Nile virus antiviral activity, cell-based, CPE readout (AID 1621) | West Nile virus-infected cells, CPE inhibition; higher % means a stronger effect | CPE inhibition, % at 10 µM, or IC50 in µM where a hit was titrated | 290,000 tested, 0.02% active; in the data active = a potency from the dose series; also: strong numbers were not always called active
GPR55 activation: GPR55 agonists via beta-arrestin recruitment, primary screen, imaging, U2OS cells, beta-arrestin-GFP redistribution (AID 1961); G-protein coupled receptor 55 (Homo sapiens); U2OS GPR55 beta-arrestin-GFP redistribution imaging; higher % means a stronger effect; activation, % at 10 µM; hits with a dose series show EC50 in µM; 290,000 tested, 0.048% active;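 active = activation above 40% with more than 50 cells counted in the well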;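 also: U2OS osteosarcoma cells stably expressing GPR55 and beta-arrestin-GFP; plate controls were DMSO negative control for no effect and LPI positive control for full effect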
HIV peptide binding: inhibitors of HIV fusion peptide binding, primary screen, biochemical, uHTS, fluorescence dequenching (AID 1986) | inhibition, % at 20 µM; hits with a dose series show IC50 in µM | cell-free peptide binding, fluorescence dequenching, 30 min; higher % means a stronger effect | 290,000 tested, 0.3% active; in the data active = inhibition mostly above about 52%, no sharp cut-off; inactive = mostly below about 76%; also: some results filed as inactive read as strong as hits
NOD1 inhibition: NOD1 signaling inhibitors, primary screen, cell-based, luminescence, uHTS (AID 1578); NOD1-driven NF-kB luciferase reporter cells, luminescence; higher % means a stronger effect; inhibition, % at 4 µM, or EC50 in µM where a hit was titrated; 290,000 tested, 1% active; in the data active = inhibition mostly above about 36%, no sharp cut-off; inactive = mostly below about 34%;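 also: HEK-293T reporter cells stimulated with the NOD1 agonist gamma-tri-DAP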
NS5 inhibitors pilot replicate: further read-out of NS5 inhibitors, marked with its call; inhibition, %; measured here: pilot screen replicate inhibition
The depositor's hits bear a star; nt = no result given; [ ] = another dose, or the depositor's remark.

Preview:
SMILES	KOR beta-arrestin-1	KOR beta-arrestin-2	GPR35 antagonists	NS5 inhibitors	GPR55 antagonists	West Nile virus CPE	GPR55 activation	HIV peptide binding	NOD1 inhibition	others
N#CCCN(Cc1ccccc1)C(=O)Nc1ccccc1	9%	-2.6%	-8%	-5%	2%	0.1%	0.0%	1.2%	-7%
CCOc1ccc(Cn2c(SCCCCC#N)nc3c2c(=O)n(C)c(=O)n3C)cc1OCC	-32%	4.0%	2%	-10%	0%	-0.1%	-0.1%	1.9%	-19%

All compounds of this part, from the first entry:
SMILES	KOR beta-arrestin-1	KOR beta-arrestin-2	GPR35 antagonists	NS5 inhibitors	GPR55 antagonists	West Nile virus CPE	GPR55 activation	HIV peptide binding	NOD1 inhibition	others
N#CCCN(Cc1ccccc1)C(=O)Nc1ccccc1	9%	-2.6%	-8%	-5%	2%	0.1%	0.0%	1.2%	-7%
CCOc1ccc(Cn2c(SCCCCC#N)nc3c2c(=O)n(C)c(=O)n3C)cc1OCC	-32%	4.0%	2%	-10%	0%	-0.1%	-0.1%	1.9%	-19%
Cc1ccc(C2C3=C(NCCN=C3c3ccccc3)C(=O)N2c2ccccc2)cc1 (stereo unspecified)	0%	1.1%	8%	-3%	16%	-0.5%	0.2%	-0.3%	-37%
Cc1[nH]c(-c2ccc(F)cc2)cc1C(=O)N1CCN(c2ccccc2)CC1	-28%	-6.2%	1%	-7%	-12%	-1.3%	0.0%	-0.3%	-4%
CC(C)c1cc(CNC(=O)c2cc(COc3cncc(Cl)c3)on2)on1	33%	-4.6%	-12%	-6%	-5%	-0.5%	-0.2%	-0.6%	-10%
COc1ccc(C(=O)c2ncc(C(F)(F)F)cc2Cl)cc1	18%	-6.1%	0%	-4%	5%	-0.3%	0.1%	0.2%	-24%
O=C(Oc1cccc(C(=S)N2CCOCC2)c1)c1ccc([N+](=O)[O-])cc1[N+](=O)[O-]	-12%	0.1%	0%	18%	11%	-0.2%	-0.2%	-1.0%	-10%
NC(=S)N/N=C/c1ccc(-c2ccc(Cl)c(Cl)c2)o1	-26%	-4.9%	8%	-4%	1%	-0.4%	0.3%	12%	0%
COc1cc(NC(=O)c2ccc(Cl)cc2)c(OC)cc1Cl	-39%	4.7%	0%	-12%	11%	0.1%	-0.1%	5.1%	1%
COC(=O)[C@H](CC(C)C)NC(=O)Nc1ccc(F)cc1	13%	2.7%	5%	3%	8%	0.2%	-0.2%	0.6%	-8%
O=C(COc1cccc(NC(=O)c2ccco2)c1)c1ccccc1	-8%	0.4%	-8%	4%	4%	-1.1%	0.3%	3.3%	-1%
CCNc1nc2c(c(=O)[nH]c(=O)n2C)n1CC(C)C	-2%	-1.9%	-7%	-1%	-9%	0.1%	-0.1%	0.0%	4%
CCC(C(=O)NCCCN1CC(C)CC(C)C1)n1nc(C)c2sc3ccccc3c2c1=O (stereo unspecified)	9%	2.8%	8%	4%	78%	0.0%	0.3%	-0.6%	-3%
Cc1cc(C)n2nc(-c3ccc(Cl)cc3)cc2n1	-10%	-4.0%	1%	-3%	4%	-0.6%	-0.1%	1.9%	-2%
CCc1ccc(S(=O)(=O)c2nnn3c2nc(N2CCOCC2)c2ccccc23)cc1	-19%	5.4%	-2%	-9%	-5%	0.2%	-0.1%	-0.1%	-19%
CC1CN(C(=O)c2ccncc2)CC(C)O1 (stereo unspecified)	-36%	2.9%	9%	nt	-16%	0.2%	-0.2%	0.0%	18%
O=C(OCc1ccc([N+](=O)[O-])cc1)c1ccc2ccccc2n1	-21%	6.3%	10%	2%	11%	0.7%	-0.1%	-3.0%	11%
CCCCN(C(=O)c1cccc(S(=O)(=O)N2CC(C)OC(C)C2)c1)c1c(N)n(CCCC)c(=O)[nH]c1=O (stereo unspecified)	2%	-1.7%	-2%	-3%	12%	-0.1%	-0.1%	-0.3%	-10%
O=C(Nc1nnc(SCc2ccccc2F)s1)C1=COCCO1	9%	-2.6%	-4%	1%	13%	-0.1%	-0.1%	0.9%	-82%
CC(=O)c1c(C)[nH]c(C(=O)OCC(=O)Nc2cc(S(=O)(=O)N3CCCCC3)ccc2C)c1C	-50%	2.7%	-9%	-4%	-23%	-0.1%	0.4%	-1.2%	26%
CCOC(=O)C1CCN(C(=O)CNC(=O)Cn2c(C)cc3ccccc3c2=O)CC1	-28%	-2.6%	19%	1%	-14%	-0.1%	-0.2%	0.5%	-33%
O=C(N/N=C/c1ccccc1)c1ccc(NC(=O)c2ccc(F)cc2)cc1	2%	-4.4%	22%	-3%	-3%	1.1%	-0.2%	0.7%	4%
Cc1ccc(NC(=O)c2sc(Cl)nc2-c2ccccc2)cc1C	-41%	-0.2%	-6%	-4%	9%	-0.1%	-0.1%	-1.4%	2%
S=c1[nH]nc(-c2ccncc2)n1/N=C/c1cccc(Cl)c1	0%	-1.1%	1%	nt	-8%	-0.1%	-0.2%	-1.4%	-2%
Cc1ccccc1NC(=O)c1cnc2ccccn2c1=O	18%	3.2%	18%	-2%	20%	1.3%	0.6%	-2.0%	18%
Cc1ccc(C)c(S(=O)(=O)N2CCCOC2CNC(=O)C(=O)NC2CC2)c1 (stereo unspecified)	-5%	-0.9%	10%	-1%	-4%	-0.3%	0.0%	-0.1%	-19%
C=CCN1C(=O)[C@@H]2Cc3c([nH]c4ccccc34)C(c3cc(OC)c(OC)c(OC)c3)N2C1=S (stereo partly specified)	-18%	-7.7%	6%	-19%	-2%	-1.2%	-0.1%	28%	-3%
O=C(Nc1ccc(N2CCCC2)cc1)c1cc(Cl)ccc1Cl	-89%[20 µM]	-4.4%	1%	-14%	-22%	-0.9%	-0.1%	-2.5%	-11%
O=C(O)Cn1ccnc1	12%	-4.8%	-6%	1%	6%	nt	0.0%	-1.7%	31%
Cc1ccccc1-c1ccc(=O)n(CC(=O)Nc2ccc(S(=O)(=O)N(C)C)cc2)n1	-6%[20 µM]	nt	4%	-1%	3%	-0.7%	0.1%	-3.5%	-21%
CCCn1c(O)c(N=NC(=O)CNC(=O)c2cccnc2)c2ccccc21	-5%	3.7%	11%	1%	-6%	-0.3%	-0.1%	-2.1%	-10%
CC(C)=CCN1CCN(Cc2cccc3nccnc23)CC1CCO (stereo unspecified)	12%	-2.7%	22%	-6%	15%	-0.5%	0.0%	1.1%	-10%
COc1ccc(S(=O)(=O)N(C)c2ccc(C(=O)N3CCCCC3)cc2)cc1	2%	-3.8%	0%	-4%	7%	-1.4%	-0.1%	-1.0%	2%
Nn1cc(-c2ccccc2)nc1SCC(=O)NCCN1C(=O)CSC1=O	-11%	-3.1%	9%	-1%	2%	1.0%	-0.2%	-2.6%	-22%
COc1cccc(NC(=O)Cn2c(=O)n(-c3ccccc3)c(=O)c3oc4ccccc4c32)c1	-21%	5.1%	7%	-9%	2%	-1.3%	0.6%	-0.3%	-16%
COc1ccc(OC)c(NC(=O)CSc2nnc(-c3ccco3)n2-c2ccc(C(=O)O)cc2)c1	-10%	-1.4%	-6%	1%	10%	-0.4%	-0.1%	-1.7%	-4%
CCCC(C(=O)NCC1CCCO1)N(Cc1ccco1)C(=O)CNS(=O)(=O)c1ccc(F)cc1 (stereo unspecified)	18%	3.1%	14%	-3%	4%	-0.2%	0.3%	-2.3%	-20%
CCc1ccc(Nc2nc3ccccc3c(=O)s2)cc1	-55%	2.3%	1%	1%	-1%	0.2%	-0.2%	0.9%	1%
C#CCOC(=O)C(NC(=O)c1ccccc1)=C(C)C	-22%	-0.9%	5%	-10%	5%	-0.2%	-0.1%	-1.7%	-7%
Cc1cc(C)cc(-c2nnc(SCC(=O)NCc3cccs3)o2)c1	5%	-4.6%	-15%	-1%	2%	-1.2%	-0.1%	0.0%	-19%
CCOc1ccc(S(=O)(=O)N(CC(=O)NCc2cccnc2)c2ccc(F)cc2)cc1	-12%	-0.8%	6%	7%	-3%	1.0%	0.2%	-0.2%	-1%
O=C(CCCc1nc(-c2ccccc2)no1)NCc1cccnc1	18%	8.3%	5%	-7%	2%	-1.4%	-0.1%	-0.7%	21%	NS5 inhibitors pilot replicate=5.3
O=C(NCC1CCCO1)c1cc(S(=O)(=O)N2CCOCC2)ccc1Cl (stereo unspecified)	-24%	1.4%	-13%	-4%	2%	0.3%	0.2%	1.3%	-10%
Cc1cc(C)c2nc(NC(=O)c3ccc([N+](=O)[O-])o3)sc2c1	-44%[20 µM]	2.6%	6%	7%	-12%	-1.4%	0.6%	-0.8%	38%
CC(C)=C1SC(N2CCCCC2)=NC1=O	-32%	-4.5%	21%	-2%	2%	0.1%	0.2%	3.8%	3%
CC(=O)Nc1ccc(OCC(O)CN2CCN(c3cc(Cl)ccc3C)CC2)cc1 (stereo unspecified)	24%	-1.1%	3%	-12%	2%	-0.3%	-0.1%	-1.3%	-12%
O=C(CCCCn1c(=O)[nH]c2ccccc2c1=O)NCCC1=CCCCC1	1%	0.8%	0%	-5%	5%	0.0%	-0.1%	4.8%	-3%
COc1ccc2cc(CN(C(=O)Nc3ccccc3)C3CCCC3)c(=O)[nH]c2c1	21%	0.9%	14%	-6%	8%	-0.5%	0.3%	0.7%	-22%	NS5 inhibitors pilot replicate=5.2
Cc1ccc(NC(=O)CSc2ncc3ccccn23)cc1	-6%	-4.6%	-4%	-2%	-6%	0.2%	-0.4%	-1.7%	-22%
CCOC(=O)CC(=O)CSc1nc(-c2ccccc2)cc(-c2ccccc2)c1C#N	-15%	-4.2%	6%	-10%	13%	0.0%	0.1%	11%	-30%
NC(=O)c1cc(Cc2ccccc2)sc1NC(=O)c1ccco1	30%	1.9%	1%	1%	4%	-0.5%	-0.1%	-1.8%	nt
Cc1nn(-c2ccccc2)c(Cl)c1C(=O)OCC(=O)NCCc1ccccc1	-62%	1.5%	5%	-3%	-9%	0.2%	-0.1%	-0.8%	4%
Cc1ccc(Cl)cc1NC(=S)N(CCCN1CCN(C)CC1)Cc1ccco1	7%	2.5%	-6%	1%	5%	-0.5%	-0.3%	-1.9%	-10%
O=C(Nc1cccc(S(=O)(=O)N2CCOCC2)c1)c1cc2ccccc2o1	22%	-4.4%	-11%	8%	10%	0.0%	0.4%	0.5%	1%
COc1ccc(N(C(=O)c2cccnc2)S(=O)(=O)c2ccc3c4c(cccc24)C(=O)N3C)cc1	12%	-0.1%	-3%	-3%	2%	0.0%	-0.4%	1.2%	38%
CCOc1ccc(C(=O)C[n+]2ccc(C(=O)NCCO)cc2)cc1	-13%	0.1%	5%	-5%	-6%	0.0%	0.6%	-0.1%	-10%
Cc1ccc2nc(-c3ccncc3)c(NC3CCCCC3)n2c1	-34%	8.6%	6%	23%	-3%	-1.1%	0.5%	5.6%	-7%

Not all compounds are listed (hit frequency here may not be typical).
